# Vif-APOBEC3F blk – qHTS for Inhibitors of Vif-A3F Interactions: qHTS | HeLa A3F-eYFP + Vif (tagged APOBEC3F with the HIV-1 protein that degrades it), YFP fluorescence increase | Potency, µM (top dose mostly 46.1 µM), for the others: at the highest dose activity, negative = active | AID 602313, 2012 | 390,000 tested, 0.2% active; note: % of control where 0% means no effect; nearly all actives have a fitted effect of over 65% in size
#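 Fluorescence increase (Ex 488/Em 500-530) after overnight compound treatment at 37 deg C flags inhibition of Vif-driven A3F-eYFP loss in stable HeLa A3F-eYFP/Vif cells seeded overnight beforehand.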
# IDH1 R132H inh – qHTS for Inhibitors of mutant isocitrate dehydrogenase 1 (IDH1): qHTS; Isocitrate dehydrogenase [NADP] cytoplasmic (Homo sapiens), O75874; IDH1-R132H enzyme, NADPH consumption, diaphorase/resazurin fluorescence; Potency, µM (doses to about 76.6 µM), inactives show at the highest dose activity change, negative = inhibition, hits mostly inhibitors; 390,000 tested, 0.093% active; note: % is set by controls: 0 for no effect and ±100 for the full control effect; nearly all actives have a fitted effect of over 65% in size
#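 IDH1-R132H (0.5 ug/mL dispensed) in pH 7.5 Tris buffer was preincubated 30 min with compound, then given a substrate mix of 0.016 mM NADPH and 2 mM alpha-KG for 80 min at room temperature; remaining NADPH was read by diaphorase/resazurin fluorescence.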
# RXFP1 agonist – qHTS Assay for Agonists of the Relaxin Receptor RXFP1; Relaxin receptor 1 (Homo sapiens), Q9HBX9; 370,000 tested, 0.3% active; Potency, µM (titrated, usually from 57.5 µM), without a hit: at the highest dose activation, hits mostly activators; HEK293T-RXFP1 cAMP TR-FRET, 30 min; response scale: percent of porcine relaxin response, buffer zero; note: % is set by controls: 0 for no effect and ±100 for the full control effect; nearly all actives have a fitted effect of over 60% in size; many of its hits are not listed in these tables
#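 Agonist response is measured as cAMP accumulation in an RXFP1-transfected HEK293T line under PDE4 inhibition. Values are scaled between buffer-only and 29 nM porcine relaxin, and EC50s come from standard Hill equation fits.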
# TrxR1 substrate – qHTS Assay for Substrates of Mammalian Selenoprotein Thioredoxin Reductase 1 (TrxR1): qHTS; Thioredoxin reductase 1, cytoplasmic (Rattus norvegicus), O89049; AID 588456, 2011; 390,000 tested, 0.01% active; purified TrxR1 substrate turnover, NADPH consumption readout; Potency, µM (titrated, usually from 114 µM), inactives show at the top dose activity change, negative = substrate turnover; note: % is set by controls: 0 for no effect and ±100 for the full control effect; nearly all actives have a fitted effect of over 50% in size
#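 Rat TrxR1, dispensed at 90 nM, was prereduced with 400 uM NADPH (final) for 5 min at ~22 deg C, then incubated with compound 15 min before 400 uM selenite. A first-read NADPH fluorescence drop versus no-compound background flagged substrates.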
# Vif-APOBEC3G blk – qHTS for Inhibitors of Vif-A3G Interactions: qHTS; 410,000 tested, 0.076% active; HeLa A3G-eYFP + Vif (tagged APOBEC3G with the HIV-1 protein that degrades it), YFP fluorescence, overnight; DNA dC->dU-editing enzyme APOBEC-3G (Homo sapiens), Q9HC16; Potency, µM (doses to about 46.1 µM), inactives show top-dose activity, negative = active, actives largely listed as inhibitors;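 note: % is set by controls: 0 for no effect and ±100 for the full control effect; nearly all actives have a fitted effect of over 60% in size; hits raise eYFP signal because A3G escapes Vif-driven loss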
#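 HeLa cells stably expressing Vif and C-terminally eYFP-tagged A3G, seeded overnight at 37 deg C, then exposed to compound by pintool overnight at 37 deg C. Rise in yellow fluorescence (Ex 488/Em 500-530, Acumen) marks blocked Vif-driven A3G degradation.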
# 12-LOX inh – Primary qHTS assay for inhibitors of human arachidonate 12S-lipoxygenase (ALOX12): Round 2; purified 12hLO, xylenol orange hydroperoxide absorbance; AID 1671190, 2021; Potency, µM (doses to about 108 µM), for inactives: top-dose activity change, negative = inhibition, hits mostly inhibitors; 580,000 tested, 1.1% active; note: % is set by controls: 0 for no effect and ±100 for the full control effect
#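 Purified human 12hLO at 150 nM in 25 mM Hepes, 0.01% Triton X-100, pH 7.0, preincubated 15 min at room temperature with compound. Reaction started with 40 uM arachidonic acid, 30 min at room temperature. Hydroperoxide measured by Fe-xylenol orange, 573/405 nm absorbance ratio.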
# TrxR1 inh – qHTS Assay for Inhibitors of Mammalian Selenoprotein Thioredoxin Reductase 1 (TrxR1): qHTS; recombinant rTrxR1, NADPH fluorescence consumption, selenite substrate; Potency, µM (titrated, usually from 114 µM), inactives show top-dose activity change, negative = inhibition, usual class: inhibitors; 390,000 tested, 1% active; AID 588453, 2011; note: % is set by controls: 0 for no effect and ±100 for the full control effect; nearly all actives have a fitted effect of over 65% in size
#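 Rat TrxR1 (90 nM in the dispensed reagent) was pre-reduced with 400 uM NADPH for 5 min at room temperature, then incubated with compound for 15 min. After 400 uM selenite was added, NADPH fluorescence (Ex 340/Em 450 nm) was followed for 8 min.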
# USP1-UAF1 inh – Inhibitors of USP1/UAF1: Primary Screen; Ubiquitin carboxyl-terminal hydrolase 1 (Homo sapiens), O94782; recombinant USP1/UAF1, Ub-Rhodamine cleavage fluorescence; Potency, µM (series often up to 57.1 µM), without a hit: at the highest dose activity change, negative = inhibition, most hits filed as inhibitors; 390,000 tested, 0.23% active; AID 743255, 2014; note: % is set by controls: 0 for no effect and ±100 for the full control effect; nearly all actives have a fitted effect of over 60% in size; inactives centre near -12
# Target sequence (O94782 whole entry, looked up): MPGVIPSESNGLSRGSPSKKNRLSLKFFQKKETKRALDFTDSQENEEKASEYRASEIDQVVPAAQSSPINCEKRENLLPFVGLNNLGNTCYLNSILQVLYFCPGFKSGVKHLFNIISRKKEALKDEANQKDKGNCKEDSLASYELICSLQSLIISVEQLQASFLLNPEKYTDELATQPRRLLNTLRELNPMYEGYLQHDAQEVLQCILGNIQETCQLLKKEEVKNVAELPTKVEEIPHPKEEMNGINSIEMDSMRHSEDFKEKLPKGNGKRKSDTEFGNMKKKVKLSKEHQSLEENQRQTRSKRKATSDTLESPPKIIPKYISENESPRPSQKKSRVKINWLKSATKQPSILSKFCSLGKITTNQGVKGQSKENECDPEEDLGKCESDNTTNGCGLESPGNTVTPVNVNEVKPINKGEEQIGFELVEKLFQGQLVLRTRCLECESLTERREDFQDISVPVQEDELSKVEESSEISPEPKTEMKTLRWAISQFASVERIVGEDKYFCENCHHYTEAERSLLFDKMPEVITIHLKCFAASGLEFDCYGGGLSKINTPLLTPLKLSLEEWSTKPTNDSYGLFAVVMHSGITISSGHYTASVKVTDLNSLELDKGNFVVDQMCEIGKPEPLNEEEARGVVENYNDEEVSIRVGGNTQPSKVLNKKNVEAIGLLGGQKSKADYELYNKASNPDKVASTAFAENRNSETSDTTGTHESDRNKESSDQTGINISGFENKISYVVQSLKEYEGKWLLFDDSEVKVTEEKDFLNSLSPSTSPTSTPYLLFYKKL
#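 In this screen, compounds sit with the deubiquitinase complex (1nM) for 15 min at room temperature before Ub-Rho is added at 150nM final. Fluorescence rise is then followed for 6 reads every 60 seconds.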
# RGS4 inh – Inhibitors of Regulator of G Protein Signaling (RGS) 4: qHTS. Regulator of G-protein signaling 4 (Homo sapiens), P49798. Transcreener GDP fluorescence polarization, RGS4-accelerated GTP hydrolysis. Potency, µM (doses to about 114 µM), for inactives: at the highest dose activity change, negative = inhibition, most hits filed as inhibitors. 390,000 tested, 0.039% active. AID 504845, 2011; note: % is set by controls: 0 for no effect and ±100 for the full control effect; nearly all actives have a fitted effect of over 75% in size; some results filed as inactive show a strong effect at the top dose
# Target sequence (P49798 whole entry, looked up): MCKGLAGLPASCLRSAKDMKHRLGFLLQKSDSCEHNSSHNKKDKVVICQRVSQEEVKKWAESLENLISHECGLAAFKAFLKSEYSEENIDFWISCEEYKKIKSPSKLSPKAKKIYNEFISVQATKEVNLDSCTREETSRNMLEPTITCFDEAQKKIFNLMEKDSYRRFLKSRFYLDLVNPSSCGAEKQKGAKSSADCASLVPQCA
#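 MLSMR compounds (23 nl, pin-transferred) preincubated 10 min at room temperature with a 500nM (2x) first reagent, then RGS4 at 900nM (2x) plus Transcreener GDP mix added; fluorescence polarization (620/688 nm) read before and after 90 min at 30 °C.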
# * = called active by the depositor; ? = inconclusive; . = no result given; & = joins results of further samples; [ ] = dose if it differs, or a comment. Calls come from the whole dose curve; as a rule, active = well fitted curve in the direction sought with a large enough effect; inconclusive = small, poorly fitted or top-dose-only effect, or another doubt; inactive = no such curve, though single readings can be large; an effect the other way counts as inactive or inconclusive. Potency is the fitted concentration of half-maximal effect. An excerpt, so the mix of outcomes need not match the whole.
# Order of results: Vif-APOBEC3F blk | IDH1 R132H inh | RXFP1 agonist | TrxR1 substrate | Vif-APOBEC3G blk | 12-LOX inh | TrxR1 inh | USP1-UAF1 inh | RGS4 inh
O=C(CSc1ncn[nH]1)NCCCc1ccccc1
  -7% | 3% | 1.1% | 11%[57.1 µM] | 2% | 33%[activator] | 16%[57.1 µM] | -12% | -7%
Nn1c(CSc2ccccn2)nc2ccccc2c1=O
  -3% | 6% | 1.0% | -1% | 1% | -1% | 10% | -10% | 16%
COCCNC(=O)C1CCN(S(=O)(=O)c2ccc3c(c2)CCCN3C(C)=O)CC1
  -10% | -12% | 0.3% | 3%[57.1 µM] | 5% | -9% | 19%[57.1 µM] | -15% | -1%
COc1ccc(OC)c(S(=O)(=O)N2CCCC(C(=O)NCc3cccnc3)C2)c1 (configuration not stated)
  1% | 13% | 10% | 2%[57.1 µM] | 0% | 18% | 19%[57.1 µM] | -20% | 12%
Cc1ccc(OCC(=O)Nc2nnc(SCc3cc(=O)n4cc(C)ccc4n3)s2)cc1
  -8% | -11% | 6.2% | -1%[57.1 µM] | 1% | -9% | 6%[57.1 µM] | -22% | 8%
Cc1cc(C)n(C(=O)CNC(=O)CCc2ccccc2)n1
  5% | -4% | 0.5% | -5% | -3% | 12% | -9% | -18% | -7%
COC(=O)c1ccc(NC(=S)NC2c3ccccc3CC2O)cc1 (configuration not stated)
  13% | 0% | -0.4% | -5% | 3% | ? | -5% | -7% | 10%
Cc1cc(C(=O)NC(C)c2ccncc2)no1 (configuration not stated)
  -7% | 0% | 0.9% | -10% | -4% | -19% | -1% | 4% | 27%
CCSc1nnc(-c2ccc(C)cc2)c2ccccc12
  1% | -11% | 0.4% | -1%[57.1 µM] | -3% | -5% | -10%[57.1 µM] | -10% | 21%
CCc1ccc(OCC(=O)N(Cc2ccco2)Cc2ccco2)cc1
  -2% | -11% | 0.0% | -12% | 1% | -11% | -10% | -15% | 14%
CCn1c(=O)cc(OCC(=O)N2CCN(c3ccc(F)cc3)CC2)c2ccccc21
  0%&3% | 8%&9% | 0.0%&-3.3% | -1%[57.1 µM] | 0%&0% | -3%&-14% | 12%[57.1 µM] | -24%&-4% | -16%&19%
OC(COCC1COc2ccccc2O1)CN1CCN(c2ccccc2F)CC1 (configuration not stated)
  0% | 1% | 0.0% | 13%[57.1 µM] | -2% | ? | 13%[57.1 µM] | -16% | 14%
O=C(O)/C=C\C(=O)Nc1ccccc1F
  -19% | -3% | 0.0% | -10% | -1% | -7% | -11% | 0% | 5%
COc1ccc2cc(CN(Cc3cccnc3)Cc3nnnn3Cc3ccccc3)c(=O)[nH]c2c1
  -1% | 2% | 2.8% | 1% | 1% | -37% | -13% | -28% | -22%
CCOc1ccccc1CN1CCN(Cc2cccc3c2OCO3)CC1CCO (configuration not stated)
  1% | -12% | -0.8% | 1% | -1% | -11% | 26% | -14% | 13%
CCC(C)NC(=O)/C=C1\Sc2ccccc2NC1=O (configuration not stated)
  0% | 4% | -2.8% | 11% | -1% | 9% | ? | -2% | -19%
CCOC(=O)c1sc(NC(=O)CN2C(=O)NC3(CC(C)CC(C)(C)C3)C2=O)c(C(=O)OCC)c1C (configuration not stated)
  13% | -4% | -0.4% | 4% | -3% | 1% | 18% | -9% | -18%
C=CCn1cc(C(=O)NCc2ccco2)c(=O)c2cc(S(=O)(=O)N3CCCCCC3)ccc21
  2% | ? | -0.8% | 2% | -1% | -14% | -1% | -26% | -18%
Cc1ccnc(SCC(=O)N2CCC(C(N)=O)CC2)n1
  -3% | -2% | -0.2% | 2% | 0% | -25% | -2% | -22% | 17%
CC(C)N(C(=O)Cn1cc(SCC(=O)NCc2ccco2)c2ccccc21)C(C)C
  0% | -2% | -1.3% | -3% | 0% | 0% | 16%[57.1 µM] | -19% | -33%
CC1CCc2nn(CC(=O)N3CCN(C(=O)c4ccco4)CC3)cc2C1 (configuration not stated)
  1% | -10% | -0.1% | 4%[57.1 µM] | -3% | 123%[activator] | -1%[57.1 µM] | ? | 1%
Cc1c(O)nc(SCC(=O)Nc2cccc(C(F)(F)F)c2)n(-c2ccccc2)c1=O
  -3% | -2% | -4.4% | -6% | -8% | 0% | 5% | -5% | -11%
O=C1c2ccccc2C(=O)N1CCc1c(-c2[nH]c3ccccc3c2CCN2C(=O)c3ccccc3C2=O)[nH]c2ccccc12
  0% | -8% | . | 0% | 0% | 2% | 21% | -14% | -8%
O=S(=O)(c1ccc(Cl)nc1)N1CCCC1
  -8% | 4% | . | -4% | 5% | 3% | -4% | -18% | 9%
COc1cc2oc(=O)ccc2c(OC)c1CC(O)C(C)(C)O (configuration not stated)
  4% | 0% | 2.8% | 9%[57.1 µM] | 0% | 13% | 1%[57.1 µM] | -21% | 7%
CCOC(=O)NNC1CC(=O)N(c2ccccc2)C1=O (configuration not stated)
  2% | 3% | 1.8% | -10% | 4% | -5% | -9% | 2% | 28%
CN(C)S(=O)(=O)n1cc(/C=C(\NC(=O)c2ccccc2)C(=O)NCCCN2CCOCC2)c2ccccc21
  -16% | 0% | -0.5% | -16% | 2% | -1% | -26% | -12% | -19%[56.9 µM]
CCOc1ccc(-n2c(=O)[nH]cc(C(=O)Nc3ccc(OC)c(OC)c3)c2=O)cc1
  -6% | 13% | -2.2% | -1%[57.1 µM] | 3% | 8% | 17%[57.1 µM] | -18% | 30%
COc1ccccc1-n1c(CNC(=O)c2ccco2)n[nH]c1=S
  -4% | 17% | 1.7% | 3% | 2% | -13% | -2% | -14% | -7%
CCOC(=O)c1cc(Cl)c2c(ccc3ccccc32)n1
  -1% | 1% | . | . | -2% | ? | . | -31% | .
COC(OC)c1ccnc(-c2ccc(OC(=O)c3ccccc3)cc2)n1
  2% | -8% | -1.0% | 5%[57.1 µM] | -1% | -1% | 4%[57.1 µM] | -12% | -7%
O=C1CN(Cc2ccccc2)S(=O)(=O)c2ccccc21
  . | . | . | -10% | 0% | . | -22% | . | ?
COc1ccccc1C(=O)Nc1ccc(-c2nnn(CC(=O)NCc3ccco3)n2)cc1
  9% | -2% | 0.0% | 8% | -11% | 7% | 13% | -27% | -13%[11.4 µM]
COc1ccccc1NC(=O)CC(=O)CSc1nnc(-c2ccc(C)cc2)n1C
  4% | 6% | 1.6% | 6% | 0% | 0% | -2% | -19% | -8%
Cc1csc2nc(-c3cccc(NC(=O)c4ccc(S(N)(=O)=O)cc4)c3)cn12
  6% | 1% | -1.0% | -7%[57.1 µM] | -9% | -28% | 1%[57.1 µM] | -13% | 6%
COc1ccc(NC(=O)c2ccc(CNc3c(N4CCCC4)c(=O)c3=O)cc2)cc1Cl
  -3% | 14% | -0.3% | -2% | 1% | 10% | 15% | -5% | 13%
CC1(C)O[C@H]2[C@@H](O1)[C@@H](C(=O)Nc1cc(F)ccc1F)O[C@@H]1OC(C)(C)O[C@@H]12
  -1% | -11% | -1.7% | 2% | 2% | -7% | 15% | -21% | 24%
COc1ccc(NS(=O)(=O)c2csc(C(N)=O)c2)cc1OC
  -6% | -1% | 1.2% | 11%[57.1 µM] | 2% | 0% | 3%[57.1 µM] | -20% | 18%
Cn1c(=O)[nH]c(=O)c2c1nc1n2CCN1c1ccccc1
  -6% | 20% | -1.4% | 13% | 0% | -24% | -14% | -12% | 2%
Cc1cc2sc3nc(=O)n(-c4ccccc4)c(=O)n3c2cc1C
  17% | 9% | 1.7% | 6%[57.1 µM] | 0% | 155%[activator] | -6%[57.1 µM] | -4% | -23%
N/C(=N\OC(=O)Cc1cccc2ccccc12)c1ccccn1
  . | 4% | 0.1% | 3% | 0% | -24% | 2% | -2% | -25%
O=C1C2CC=CCC2C(=O)N1c1ccc(Cc2ccncc2)cc1 (configuration not stated)
  4% | 2% | 0.3% | 4% | 3% | 3% | 5% | -4% | 3%

# Sorted by molar mass (low to high): part of the list above.
# Order of results: Vif-APOBEC3F blk | IDH1 R132H inh | RXFP1 agonist | TrxR1 substrate | Vif-APOBEC3G blk | 12-LOX inh | TrxR1 inh | USP1-UAF1 inh | RGS4 inh
N/C(=N\OC(=O)Cc1cccc2ccccc12)c1ccccn1
  . | 4% | 0.1% | 3% | 0% | -24% | 2% | -2% | -25%
O=C1C2CC=CCC2C(=O)N1c1ccc(Cc2ccncc2)cc1 (configuration not stated)
  4% | 2% | 0.3% | 4% | 3% | 3% | 5% | -4% | 3%
CC(C)N(C(=O)Cn1cc(SCC(=O)NCc2ccco2)c2ccccc21)C(C)C
  0% | -2% | -1.3% | -3% | 0% | 0% | 16%[57.1 µM] | -19% | -33%

# Screening data (PubChem)
